proCasp7 act – counter-screen for procaspase-3 activators: activators of human procaspase-7 | recombinant procaspase-7, Ac-DEVD-pNA absorbance 405 nm; D23A/D198A/D206A triple mutant, cannot self-cleave; scale: DMSO 0, 5 µM enzyme 100 | activation, % at 8.5 µM | hit rate 0.093% among 330,000 | AID 463210;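 active = percent activation above the screen-wide mean plus 3 SD, cut at about 25% in these data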
Target sequence (P55210 whole entry D23A/D198A/D206A): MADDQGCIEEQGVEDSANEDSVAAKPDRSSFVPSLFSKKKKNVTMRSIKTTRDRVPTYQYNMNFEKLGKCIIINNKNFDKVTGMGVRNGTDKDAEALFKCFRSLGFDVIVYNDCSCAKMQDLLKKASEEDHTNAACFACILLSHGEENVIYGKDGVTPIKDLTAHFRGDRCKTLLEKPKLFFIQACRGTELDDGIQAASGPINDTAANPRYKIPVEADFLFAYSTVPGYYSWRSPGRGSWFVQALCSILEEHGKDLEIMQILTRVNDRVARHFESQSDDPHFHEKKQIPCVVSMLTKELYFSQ
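System: Uncleavable procaspase-7 mutant enzyme; Amount: 2 µM procaspase-7 mutant as dispensed; Schedule: 1 h compound preincubation, 2 h substrate cleavage, 25 °C; Measured by: 405 nm absorbance of p-nitroaniline; Evaluation: percent activation from buffer-corrected 0–120 min absorbance change; Control set: low DMSO alone, high DMSO plus 5 µM PC-7.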
JMJD2C inh – blocks human GASC-1 demethylase activity | Q9H3R0 | GST-JMJD2C(1-420) H3K9me3 demethylation, DELFIA europium | inhibition, % at 2.35 µM | hit rate 0.069% among 330,000;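 active = more than half of a compound's replicate wells show inhibition beyond 50%, single wells judged on their own value; inconclusive = some, but no more than half, of replicates pass 50% inhibition; inactive = no replicate passes 50% inhibition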;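 also: signal counts dimethyl H3K9 product captured on neutravidin plate; 0% = median of DMSO wells and 100% = 0.3 times that DMSO median; strong numbers were not always called active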
GRK2 inh – inhibitors of human GRK2 displacing RNA aptamer; bead flow cytometry, FAM-aptamer displacement from GRK2; hit rate 0.59% among 330,000; P25098; inhibition of aptamer binding, % at 10 µM;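 active = inhibition of aptamer binding above 40%, roughly 3 SD of noise, on plates passing a quality check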;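 also: median bead fluorescence of bound FAM aptamer so fluorescent compounds give negative values; no value below 0 was filed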
VLA-4 inh – inhibition in a human VLA-4 binding assay | P13612 | VLA-4 expressing cells, ligand binding flow cytometry | inhibition, % (about 7 µM as worked out from the volumes in the protocol) | hit rate 0.2% among 330,000 | AID 2557; in the data active = inhibition above about 50%
Fh CTSL1 inh – blocks F. hepatica cathepsin L1 in PFM18AAP counter-screen. recombinant F. hepatica cathepsin L1, Z-Leu-Arg-MCA fluorescence. inhibition, % at 5.96 µM. hit rate 0.49% among 300,000;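 active = inhibition above the mean of all tested compounds plus 3 SD, set per screening campaign, cut at about 17% in these data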;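 also: 0% = plate median of test compound wells and 100% = 1 µM Z-Phe-Ala-diazomethylketone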
PP1 inh – PP1-alpha (human) inhibition in PP5 counter-screen | inhibition, % at 6.7 µM | P62136 | purified PP1alpha, OMFP fluorescence | hit rate 0.9% among 320,000;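 active = inhibition above the mean inhibition of all tested compounds plus 3 SD, computed separately for each screening campaign, cut at about 15% in these data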
proCasp3 act – activates human procaspase-3. activation, % at 8.5 µM. hit rate 0.11% among 330,000. recombinant procaspase-3 D3A, Ac-DEVD-pNA absorbance 405 nm. P42574;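 active = activation above the mean of all tested compounds plus 3 SD, cut at about 21% in these data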;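 also: 0% = DMSO alone and 100% = DMSO wells spiked with extra 5 µM PC-3 D3A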
Target sequence (P42574 whole entry D9A/D28A/D175A): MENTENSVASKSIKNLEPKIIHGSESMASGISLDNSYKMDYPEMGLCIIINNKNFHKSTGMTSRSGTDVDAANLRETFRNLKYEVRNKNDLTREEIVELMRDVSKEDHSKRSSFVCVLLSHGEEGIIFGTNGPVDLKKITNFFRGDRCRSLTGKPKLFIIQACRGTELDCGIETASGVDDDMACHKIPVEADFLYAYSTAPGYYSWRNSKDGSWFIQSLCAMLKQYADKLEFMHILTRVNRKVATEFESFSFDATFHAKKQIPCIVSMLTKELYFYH
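System: Procaspase-3 D3A mutant. Medium: Zinc-free 300 mM NaCl, 50 mM HEPES, 0.01% Triton X-100. Schedule: 1 h preincubation plus 2 h reaction at 25 °C. Measured by: 405 nm absorbance of p-nitroaniline, reads at 0 and 120 min. Read-out: percent activation relative to control range.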
PP5 primary – inhibitors of human protein phosphatase 5 (PP5); P53041; purified PP5c, OMFP substrate fluorescence; inhibition, % at 6.7 µM; hit rate 0.18% among 320,000; AID 1987;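 active = inhibition above the campaign's mean inhibition across all tested compounds plus 3 SD, cut at about 9.5% in these data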;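 also: 0% = DMSO only and 100% = 100 µM cantharidin control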
Target sequence (P53041 whole entry, looked up): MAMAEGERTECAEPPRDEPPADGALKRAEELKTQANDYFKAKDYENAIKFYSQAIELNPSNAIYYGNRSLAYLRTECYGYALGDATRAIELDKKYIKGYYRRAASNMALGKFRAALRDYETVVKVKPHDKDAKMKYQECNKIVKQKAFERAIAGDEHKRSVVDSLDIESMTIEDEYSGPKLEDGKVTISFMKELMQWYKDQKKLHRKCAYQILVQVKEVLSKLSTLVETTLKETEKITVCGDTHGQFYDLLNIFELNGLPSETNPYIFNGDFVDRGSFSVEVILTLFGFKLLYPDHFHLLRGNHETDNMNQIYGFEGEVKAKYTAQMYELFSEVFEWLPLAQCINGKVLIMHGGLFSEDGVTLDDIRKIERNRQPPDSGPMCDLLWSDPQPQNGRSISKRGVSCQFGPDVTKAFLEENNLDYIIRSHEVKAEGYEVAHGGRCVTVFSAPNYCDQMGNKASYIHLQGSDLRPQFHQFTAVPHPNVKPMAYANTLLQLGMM
HCV core dimer – HCV core protein dimerization inhibition; hit rate 0.33% among 300,000; inhibition, % at 5 µM; TR-FRET GST/Flag-core106 dimerization, 1536-well; AID 1899;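 active = inhibition above the mean of all tested compounds plus 3 SD, set per screening campaign, cut at about 45% in these data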
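System – GST-tagged and Flag-tagged HCV core protein residues 1-106 · Repeats – one well for each compound · Technique – TR-FRET 671 and 617 nm emission · Doses – one concentration, 5 µM, in 0.5% DMSO · Times – 4 h, 22.5 °C incubation · Also added – Eu donor and XL665 acceptor anti-tag antibodies · Measure – percent inhibition of core106 dimerization signal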
* = called active by the depositor; u = inconclusive; x = not tested or not shown; & = joins results of further samples.

A first look:
SMILES	proCasp7 act	JMJD2C inh	GRK2 inh	VLA-4 inh	Fh CTSL1 inh	PP1 inh	proCasp3 act	PP5 primary	HCV core dimer
Cc1[nH][nH]c(=O)c1C=NCc1cccc(C(F)(F)F)c1	0	0	0	-3	1	-1	5	2.2	3
Cc1nnc(-c2ccccc2)nc1N(C)C	0	-2	0	-7	-1	-4	4	-0.1	-1
COc1cccc(/C(O)=C2\C(=O)C(=O)N(c3ccccn3)C2c2ccccc2OC)c1 (configuration not stated)	-8	-1	1	3	3	5	3	0.7	-4

The listing (from the top)
SMILES	proCasp7 act	JMJD2C inh	GRK2 inh	VLA-4 inh	Fh CTSL1 inh	PP1 inh	proCasp3 act	PP5 primary	HCV core dimer
Cc1[nH][nH]c(=O)c1C=NCc1cccc(C(F)(F)F)c1	0	0	0	-3	1	-1	5	2.2	3
Cc1nnc(-c2ccccc2)nc1N(C)C	0	-2	0	-7	-1	-4	4	-0.1	-1
COc1cccc(/C(O)=C2\C(=O)C(=O)N(c3ccccn3)C2c2ccccc2OC)c1 (configuration not stated)	-8	-1	1	3	3	5	3	0.7	-4
CC(=O)c1ccccc1NS(=O)(=O)c1cccc2nonc12	-2	0	0	-20	-6	-1	1	1.8	-7
COc1ccc2c(c1)nc(NCCO)n2C	6	-16	0	12	-5	-3	6	3.7	2
COc1cc2oc(=O)c3c(c2cc1OCC(=O)c1c(C)n(C)c2ccccc12)CCCC3	0	-19	4	-10	1	1	8	-1.6	-11
CC(=O)c1c(C)c(C)c2n1CCn1c(C)ccc1-2	-7	6	2	-2	6	0	-6	3.1	-8
Cc1ccc2c(CC(=O)NCC3(N4CCOCC4)CCCCC3)coc2c1C	-1	x	0	0	x	3	1	3.9	x
CCCC(=NC(C)CC)C1=C(O)CC(c2ccccc2)CC1=O (configuration not stated)	-2	3	0	2	0	-3	1	-1.2	7
CCOc1ccc(C(=O)NCc2ccccc2)cc1Br	7	0	0	1	-1	-1	4	0.9	-2
Cc1ccc(C(=O)NCC(=O)OCC(=O)N(CC(C)C)c2c(N)n(Cc3ccccc3)c(=O)[nH]c2=O)cc1	3	14	4	3	0	-2	6	0.1	0
COc1cccc(C(=O)NCCNC(=O)c2ccc(C)nc2)c1	6	4	0	-2	-2	1	10	1.6	1
COc1ccc([C@@H]2[C@@H]3C(=O)N(C(C)(C)C)C(=O)[C@@H]3[C@]3(C)C(=O)N(c4cccc(F)c4)C(=O)N23)cc1	-4	-5	4	7	-3	-1	-1	3.3	-12
Nc1nc2ccc(C(=O)NCCOC(=O)C3CCCCC3)cc2s1	-2	-4	3	17	2	-5	-10	0.0	8
Cc1ccccc1C(=O)NCC(=O)N1CCN(C/C=C/c2ccccc2)CC1	6	0	0	-7	x	x	11	x	x
C/C(=N\NC(=O)CCc1c[nH]c2ccccc12)c1ccc([N+](=O)[O-])cc1	6	1	0	2	1	-2	1	3.5	7
CC1(c2nnc(-c3cccc(Cl)c3)o2)CC(c2cccc(Cl)c2)=NO1 (configuration not stated)	-6	7	3	29	0	2	-1	-3.1	6
O=C(Nc1ccc(N2CCN(C(=O)c3cccs3)CC2)cc1)c1ccc(Br)o1	8	13	0	6	x	-2	8	0.4	x
O=C(COC(=O)Cc1cn2ccsc2n1)NC12CC3CC(CC(C3)C1)C2	2	-8	1	-3	-17	-4	4	2.0	0
COc1ccc(CCNC(=O)COc2ccc(S(=O)(=O)NC(C)C)cc2)cc1OC	-5	-33	2	-4	0	-1	10	2.4	0
COc1ccc2[nH]c(=O)c(CN(CCc3ccccc3)C(C)=O)cc2c1	0	2	0	0	10	2	3	2.1	2
COc1cccc(NC(=O)c2sc3nc(N4CCOCC4)c4c(c3c2N)CCCC4)c1	-14	-4	1	10	1	0	-4	1.6	22
O=c1cc(O)n(-c2ccc(F)cc2)c(=S)[nH]1	-17	8	0	-9	4	3	-18	-2.9	-8
Cn1ncc2c(O/N=C(\N)c3ccc(C(F)(F)F)cc3)ncnc21	-18	-31	3	-5	-1	-1	-5	1.7	-5
COc1ccc(C2c3ccc(O)cc3Oc3ncn(CCCO)c(=N)c32)cc1OC (configuration not stated)	6	4	0	4	-1	-4	5	1.0	15
CCOC(=O)c1nn(-c2ccccc2F)c(-c2ccccc2)c1C(=O)c1ccccc1	-3	8	0	12	-1	-3	3	3.2	11
CCOC(=O)N1CCC(N2CCN(S(=O)(=O)c3ccc(NC(C)=O)cc3)CC2)CC1	2	3	0	11	5	-3	0	1.8	0
S=C(NCc1ccco1)NCC1CCCO1 (configuration not stated)	-1	-5	2	1	-3	-11	0	-2.4	3
CCN(CC(=O)Nc1ccccc1OC)C(=O)c1cccc(-n2cccc2)c1	5	-12	0	-3	0	0	6	1.2	15
ONC(=Nc1ccccc1)c1ccc(Cl)cc1	0	5	0	6	2	-4	3	3.4	0
O=C(CN(Cc1ccc(Br)cc1)S(=O)(=O)c1ccccc1)NCC1CCCO1 (configuration not stated)	2	-5	0	5	-3	-5	-4	4.2	-7
CC(C)Cc1nnc(NC(=O)CCC(=O)NC2CC2)s1	7	5	0	9	-2	-1	4	0.8	-8
COc1ccc(NC(=O)CSc2nnc(-c3ccccc3F)n2C2CC2)cc1S(N)(=O)=O	-4	4	3	1	-17	-2	10	-1.4	2
O=C(c1ccc(-n2c(SCc3cc(F)ccc3F)nc3ccccc3c2=O)cc1)N1CCOCC1	10	-2	x	4	0	-1	-2	-0.8	12
COc1cc(-n2c(-c3ccccc3)n[nH]c2=S)c(OC)cc1Cl	6	25	0	6	1	-4	1	1.3	4
Cc1cc(C(=O)OCC(=O)Nc2ccccc2)c(C)o1	9	1	4	-6	-2	-3	0	-1.4	-3
CCCC(=O)Nc1ccc(Cl)c(NC(=O)C(C)(C)C)c1	-4	0	0	8	-4	0	6	4.6	-5
COc1cccc(C(c2c(C)[nH]n(-c3ccccc3)c2=O)c2c(C)[nH]n(-c3ccccc3)c2=O)c1OC	5	-3	3	-9	2	-4	-5	1.4	1
Cc1ccc(-n2c(SCC(=O)OC(C)C)nnc2-c2ccccn2)cc1	7	5	0	-1	-4	-2	2	-0.1	-1
COc1ccc(CNC(=O)c2coc(=O)c3ccccc23)cc1	6	4	0	-5	0	-3	-5	-1.4	-3
OCCSc1nncn1/N=C/c1c[nH]c2ccccc12	6	-6	0	11	0	-1	1	-1.7	-3
COc1ccc(N2CCCC2)c(NC(=O)c2ccc(Br)o2)c1	-4	-5	0	-5	0	2	-2	-2.5	14
C=C(C)c1cccc(C(C)(C)NC(=O)NCCCN2CCCC2=O)c1	0	10	1	3	0	0	2	-0.3	8
O=C(Cc1cccs1)Nc1nnc(SCc2ccc(Br)cc2)s1	0	10	0	-19	-2	6	-6	1.2	20
CC/C(=N/NC(=O)CNc1ccc(Cl)cc1C)c1ccccc1	3	5	0	-3	-1	-3	2	-0.4	8
COc1ccc2c(c1)cc(C(=O)N[C@@H](CCSC)C(=O)N1CCC(C(=O)O)CC1)n2C	-2	-28	0	11	-3	-2	2	3.6	-6
CCOC(=O)c1c(NC(=O)C2CCN(S(=O)(=O)c3ccc(Cl)cc3)CC2)sc2c1CCCC2	6	12	3	8	0	-2	4	0.3	23
Cc1nc(S/C(=C/c2ccc(-c3ccc(C(=O)O)cc3)o2)C(=O)O)n[nH]1	-11	9	7	-7	9	2	-9	-0.9	-25
O=C(NC1=NCCS1)Nc1ccccc1	3	16	3	6	-3	-2	13	0.9	-8
CCCNC(=O)NS(=O)(=O)c1cnccc1Sc1ccc(Cl)cc1	1	-9	0	4	0	-3	-4	-0.3	1
CC(=O)NC(Cc1c[nH]c2ccccc12)C(=O)NCc1ccco1 (configuration not stated)	7	-7	2	-2	-2	-1	0	1.3	8
COc1ccc(C(=O)COC(=O)c2nn(C)cc2Cl)cc1	2	4	1	4	-2	3	2	-0.6	3
CC(NC(=O)Cc1ccccc1[N+](=O)[O-])c1ccccc1 (configuration not stated)	-1	-6	0	0	5	1	3	-2.3	-7
COc1ccc(C2CC(c3cccs3)=Nc3ccccc3S2)cc1OC (configuration not stated)	-42	3	0	14	-1	2	-30	1.3	1
CN1CCN(C(=S)NC(=O)c2ccco2)CC1	-9	-9	1	4	-2	0	2	-1.7	1
COc1ccc(/C=C/C(=O)N(C)Cc2cccs2)cc1S(=O)(=O)N1CCOCC1	-3	-4	2	-1	0	-6	-8	-1.9	3
COc1cc(OC)cc(C(=O)N[C@H](C(=O)NCc2cccs2)C(C)C)c1	4	-3	2	11	-1	-2	5	-2.1	2
Cc1ccc(NC(=O)CSc2nnc(-c3cnccn3)n2Cc2ccco2)cc1C	-10	-10&2	0	-19	4	2	0	2.2	10
COC(=O)Cc1ccc(NC(=S)N2CCCCC2C)cc1 (configuration not stated)	-1	-3	4	19	-6	3	-6	-0.1	1
CCOC(=O)C1CCN(C(=O)COC(=O)CSc2ccc(C(N)=O)cc2[N+](=O)[O-])CC1	-18	1	0	-18	-6	-3	-3	3.0	-1

Remaining list, next part
SMILES	proCasp7 act	JMJD2C inh	GRK2 inh	VLA-4 inh	Fh CTSL1 inh	PP1 inh	proCasp3 act	PP5 primary	HCV core dimer
O=C(N/N=C/C1CC2CCC1C2)c1ccc2c(c1)OCO2 (configuration not stated)	0	8	0	5	2	-2	-7	-1.1	-10
Cc1ccccc1OCCCn1c(CO)nc2ccccc21	7	u	0	9	5	-2	-7	0.7	0
O=C(O)C(Cc1ccccc1)NS(=O)(=O)c1ccc(Cl)cc1 (configuration not stated)	5	-11	0	18	-1	0	6	1.2	6
COc1cc(NC(=O)CSc2nc3ccccc3c(=O)n2C)ccc1NC(=O)c1ccco1	2	-2	0	-10	5	0	1	3.9	-5
O=C(Oc1c(-c2ccccc2)c(=O)n2c3c(cccc13)CC2)c1ccco1	3	1	5	-5	2	-1	-1	0.6	1
COc1ccc(C(=O)N2CCCC(c3nc(-c4ccc(OC)c(OC)c4)no3)C2)c(OC)c1 (configuration not stated)	3	31	2	0	1	-2	-2	0.5	0
COc1ccccc1C(=O)NNC(=O)c1ccc2ccccc2c1	1	5	0	9	-1	-2	-2	4.5	3
CCn1nnnc1SCC(=O)N1CCOCC1	-2	7	0	4	-1	-5	4	2.1	-4
CC(C)N(CCC#N)C(=O)Nc1ccc2c(c1)CCO2	-2	-7	0	1	-1	0	4	0.9	-5
Cc1ccc(F)cc1NC(=O)c1sc2ncn(CC(=O)N3CCN(c4ccccn4)CC3)c(=O)c2c1C	0	28	3	3	-1	1	12	2.4	3
CS(=O)(=O)N1CCN(c2ccc(NC(=O)CSc3nnc(-c4ccco4)o3)cc2)CC1	6	-25	2	0	-1	-6	6	4.8	-5
Cc1ccc(NC(=S)NCc2ccc(S(N)(=O)=O)cc2)c(C)c1	-6	-3	4	13	5	-1	9	0.6	-3

Rows are unselected (roughly 2.6% active in at least one column).
